High-throughput results deposited in PubChem BioAssay by National Center for Advancing Translational Sciences (NCATS).
DRD3 agonist: qHTS of D3 Dopamine Receptor Agonist: qHTS; AID 652048, 2013; D(3) dopamine receptor (Homo sapiens), P35462; D3R DiscoveRx beta-arrestin cells, luminescence, 90 min; 410,000 tested, 0.58% active; max activation, %; in the data active = max activation above about 30%; also: 0% is about no effect; mostly tested at two doses, the higher about 12 µM
Target sequence (P35462 whole entry, looked up): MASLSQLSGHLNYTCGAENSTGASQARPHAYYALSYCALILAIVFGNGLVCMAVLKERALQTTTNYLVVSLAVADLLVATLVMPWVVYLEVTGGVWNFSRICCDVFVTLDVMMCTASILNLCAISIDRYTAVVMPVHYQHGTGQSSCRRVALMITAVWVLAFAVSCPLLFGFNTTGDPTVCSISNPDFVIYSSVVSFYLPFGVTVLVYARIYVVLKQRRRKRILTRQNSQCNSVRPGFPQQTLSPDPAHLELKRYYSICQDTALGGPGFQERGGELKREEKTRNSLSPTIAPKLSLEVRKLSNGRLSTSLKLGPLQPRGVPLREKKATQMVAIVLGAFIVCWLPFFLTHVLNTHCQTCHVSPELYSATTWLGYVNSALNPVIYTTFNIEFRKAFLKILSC
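Cells at 1500/well, incubated overnight, then treated with pinned compounds (dopamine as control) for 90 min at 37 degrees C. DiscoveRx reagent added for 30 - 60 minutes at room temperature; luminescence read.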
HT1080 IDH1KD tx: qHTS for induction of synthetic lethality in tumor cells producing 2HG: qHTS for the HT-1080-IDH1KD cell line; HT-1080 IDH1 knockdown viability, ATP luminescence, 48 h; Potency, µM (doses to about 46.1 µM), for the others: at the highest dose activity, negative = toxicity, usual class: cytotoxic; 360,000 tested, 2% active; AID 686971, 2013;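 also: potency is read from the fitted curve at half-maximal effect; 0% = DMSO wells and -100% = cell-free medium wells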
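In this qHTS, HT-1080 cells depleted of IDH1 are exposed for 48 h at 37 °C to compound titrations. Toxicity is scored from CellTiter-Glo luminescence, with DMSO as full viability and medium alone as none.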
KB-V1 cytotox: qHTS assay for MDR1-selective chemotherapeutics: Primary screen using the drug-selected MDR subline cells KB-V1 | AID 1347076, 2019 | 400,000 tested, 3.4% active | Potency, µM (series often up to 46.1 µM), without a hit: at the highest dose activity change, negative = cytotoxicity, usual class: cytotoxic | KB-V1 MDR cells viability, CellTiter-Glo, 72 h; also: potency is read from the fitted curve at half-maximal effect; % is scaled to controls: 0 for no effect and ±100 for the full control effect; nearly all actives have a fitted effect of over 60% in size
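Compound-treated KB-V1 multidrug-resistant cells, 72 h, 37 degrees C; viability by CellTiter-Glo. Fitted qHTS curves give the values.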
IL-1B inflam inh: qHTS for Inhibitors of Inflammasome Signaling: IL-1-beta AlphaLISA Primary Screen. THP-1 LPS/ATP IL-1B secretion, AlphaLISA, 16 h; stronger effect = lower value. activity change, % at 57.5 µM. 360,000 tested, 4.7% active. AID 743279, 2014; in the data active = activity change below about -50%; inconclusive = mostly about -30% to -49%; also: % is scaled to controls: 0 for no effect and ±100 for the full control effect
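Secreted IL-1B measured by AlphaLISA bead assay after 16 h compound exposure of THP-1 cells; compounds (final up to 57.5 uM) added 1 h before LPS (250 ng/mL) and ATP (1.25 mM) stimulation; lower signal means less secretion.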
SW480 rerep: A quantitative high throughput screen for small molecules that induce DNA re-replication in SW480 colon adenocarcinoma cells; SW480 DNA re-replication, Hoechst DNA content imaging, 48 h; Potency, µM (doses to about 46.1 µM), for the others: at the highest dose re-replication activation, actives largely listed as activators; 340,000 tested, 1.8% active; AID 624297, 2012; also: potency is read from the fitted curve at half-maximal effect; % of control where 0% means no effect; nearly all actives have a fitted effect of over 55% in size
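Cells (250 per well) received 23 nL compound or DMSO by pin tool and were kept 48 hr at 37 C, 5% CO2. Nuclei were then stained with Hoechst for 40 min and scanned for DNA content.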
HT1080-NT tox: qHTS for induction of synthetic lethality in tumor cells producing 2HG: qHTS for the HT-1080-NT fibrosarcoma cell line; Potency, µM (titrated, usually from 46.1 µM), for the others: at the top dose activity, negative = less viability, actives largely listed as cytotoxic; 360,000 tested, 1.6% active; HT-1080-NT fibrosarcoma viability, CellTiter-Glo ATP luminescence, 48 h; AID 686970, 2013;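 also: NT is the 2HG producing partner of a matched IDH1 knockdown line; potency is read from the fitted curve at half-maximal effect; 0% = DMSO-treated cells and -100% = media-only wells without cells; nearly all actives have a fitted effect of over 55% in size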
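Compounds were tested in concentration-response format on HT-1080-NT cells for 48 hours at 37 degrees C. Cell viability came from CellTiter-Glo luminescence; curves were classified by r2, response magnitude and activity.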
KB-3-1 tox: qHTS assay for MDR1-selective chemotherapeutics: Primary screen using the parental adenocarcinoma cell KB-3-1; KB-3-1 viability, CellTiter-Glo ATP luminescence, 72 h; Potency, µM (doses to about 46.1 µM), inactives show top-dose activity change, negative = cytotoxic, usual class: cytotoxic; 400,000 tested, 1.4% active; AID 1347075, 2019; also: potency is read from the fitted curve at half-maximal effect; % is scaled to controls: 0 for no effect and ±100 for the full control effect; nearly all actives have a fitted effect of over 60% in size
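Viability of parental KB-3-1 cells, measured by CellTiter-Glo luminescence, followed a 72 h incubation at 37 °C with pinned compounds in phenol-red-free DMEM containing 10% FBS.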
GLP-1R agonist: qHTS of GLP-1 Receptor Agonists; Potency, µM (doses to about 45.6 µM), for inactives: at the top dose activation, hits mostly activators; HEK293 GLP-1R CRE-luciferase, luminescence, 4-6 h; cells express a hypersensitive GLP-1R form; AID 624172, 2012; Glucagon-like peptide 1 receptor (Homo sapiens), P43220; 380,000 tested, 0.007% active; also: potency is read from the fitted curve at half-maximal effect; % of control where 0% means no effect
Target sequence (P43220 whole entry, looked up): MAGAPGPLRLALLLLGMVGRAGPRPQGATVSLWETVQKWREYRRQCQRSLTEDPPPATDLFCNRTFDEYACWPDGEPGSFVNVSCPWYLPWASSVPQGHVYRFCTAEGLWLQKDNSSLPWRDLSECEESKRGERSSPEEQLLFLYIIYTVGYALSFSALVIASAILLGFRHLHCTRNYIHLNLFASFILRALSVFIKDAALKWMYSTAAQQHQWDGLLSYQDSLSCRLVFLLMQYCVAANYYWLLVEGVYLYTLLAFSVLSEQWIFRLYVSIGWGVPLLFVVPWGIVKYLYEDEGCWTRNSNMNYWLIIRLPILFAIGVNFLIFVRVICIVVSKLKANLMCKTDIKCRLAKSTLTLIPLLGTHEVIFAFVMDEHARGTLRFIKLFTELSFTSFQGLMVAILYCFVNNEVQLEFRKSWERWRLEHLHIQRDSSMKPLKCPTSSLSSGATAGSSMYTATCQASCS
DRD3 antagonist: qHTS of D3 Dopamine Receptor Antagonist: qHTS. D3R cells, DiscoveRx beta-arrestin luminescence, antagonist mode; stronger effect = lower value. D(3) dopamine receptor (Homo sapiens), P35462. max response, negative = inhibition, %. AID 652054, 2013. 360,000 tested, 2.5% active; in the data active = max response below about -50%; inconclusive = no clear call, values can overlap the other calls; also: % is scaled to controls: 0 for no effect and ±100 for the full control effect; mostly tested at two doses, the higher about 12 µM
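Cells expressing the human receptor were seeded at 1500 cells/well, incubated overnight at 37 degrees C in 5% CO2, then exposed to library compounds with dopamine controls for 90 minutes at 37 degrees C before luminescent detection.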
Active calls of the source: *; ? = inconclusive; . = no result given; [ ] = remark or other dose. Unless noted, calls follow the shape of the dose curve; as a rule, active = well fitted curve in the direction sought with a large enough effect; inconclusive = small, poorly fitted or top-dose-only effect, or another doubt; inactive = no such curve, though single readings can be large; an effect the other way counts as inactive or inconclusive.

smiles	DRD3 agonist	HT1080 IDH1KD tx	KB-V1 cytotox	IL-1B inflam inh	SW480 rerep	HT1080-NT tox	KB-3-1 tox	GLP-1R agonist	DRD3 antagonist
CCOc1ccccc1NC(=O)COC(=O)C(CC(C)C)N1C(=O)C2CC=CCC2C1=O (centres undefined)	-3.9	3.7%	?	0.0	.	5.5%	24.3%	5.6%	-10.3
Cc1cccc(N2CCN(C(=O)c3ccc(N4CCCC4=O)cc3)CC2C)c1 (centres undefined)	0.9	-15.3%	-22.7%	-20.6	-10.1%	-3.9%	-6.0%	-2.0%	7.1
COc1ccccc1NC(=O)c1nc[nH]c1C(=O)Nc1ccccc1OC	0.4	0.2%	-29.8%	7.8	7.3%	8.7%	-16.4%	-8.7%	2.1
CC1CCN(S(=O)(=O)c2ccc(NC(=O)CN3CCCC3)cc2)CC1	3.8	-1.4%	-30.0%	-15.0	-4.2%	-3.9%	-15.7%	9.5%	-8.9
Cc1cc(C)nc(/N=C(\N)Nc2ccc(S(=O)(=O)Nc3nccc(C)n3)cc2)n1	15.3	-19.5%	4.8%	32.3	7.4%	7.8%	?	-1.2%	-1.9
COc1cccc(CNc2ccc(S(N)(=O)=O)cc2)c1OC	-6.0	-1.5%	?	15.6	18.4µM*	-3.3%	-8.0%	7.3%	-29.7
O=C(NCc1ccccc1)C1=C[C@H](c2coc3ccccc3c2=O)C[C@H](OCc2ccc(CO)cc2)O1	-7.5	-2.5%	-11.0%	?	-23.9%	-2.1%	0.0%	9.0%	-7.0
NC(=O)CC(NC(=O)c1ccccc1)c1ccc(NCc2ccc(F)cc2)c([N+](=O)[O-])c1 (centres undefined)	0.0	-0.9%	5.1%	?	-8.4%[9.22 µM]	-3.9%	-4.8%	7.0%	0.0
CC(C)N(Cc1ccccc1)S(=O)(=O)c1ccc(F)cc1	3.5	-17.7%	0.0%	-19.6	2.3%	-6.0%	-19.5%	2.6%	-6.7
COCCCNCCCCOc1ccc(Br)cc1Cl	-7.8	?	?	?	?	-28.3%	-24.8%	-12.4%	0.0
CCc1ccc(NC(=O)c2sc3nc(C)cc(C)c3c2NC(=O)c2ccccc2OC)cc1	-6.5	.	-5.6%	.	.	.	3.2%	-3.1%	.
COc1ccc(CC(=O)Nc2c(C(N)=O)oc3ccccc23)cc1OC	0.6	6.1%	-16.2%	35.7	-7.2%	3.0%	-4.3%	-5.0%	17.7
CCOC(=O)C1(C(=O)OCC)CC1c1ccccc1 (centres undefined)	9.7	10.0%	?	-6.3	0.5%	9.8%	7.5%	-10.7%	4.4
CCOc1ccc(N=Nc2c(=O)[nH]n3c(=O)c4c([nH]c23)CCCC4)cc1	-20.3	0.3%	-20.9%	5.2	0.8%	-2.7%	-9.7%	2.9%	?
COc1cccc(CC(NC(C)=O)C(=O)NC2CCN(c3nc(C)cc(C)c3C#N)CC2)c1OC (centres undefined)	-4.4	3.2%	-5.4%	-8.8	6.2%	-1.4%	-6.8%	6.4%	6.9
O=C(O)c1cccc(N2C(=O)Nc3ccccc3N2O)c1	-2.0	20.5%	7.6%	7.2	-10.1%	16.5%	25.4%	-2.8%	13.5
COC(=O)c1cccc(NS(=O)(=O)c2cccs2)c1C	-10.0	-1.5%	-10.6%	-5.6	0.1%	-1.2%	0.1%	-0.3%	8.8
CCc1cc(=O)oc2cc(C)cc(OCC(=O)NC3CCN(Cc4ccccc4)CC3)c12	-1.0	0.0%	-11.6%	-29.9	-6.9%	1.3%	-5.6%	5.4%	?
CC1CC(C)CN(S(=O)(=O)N2CCC(C(=O)NCCc3ccccc3)CC2)C1 (centres undefined)	2.8	12.1%	?	16.5	-2.2%	6.3%	-1.9%	-3.1%	1.9
CCCCNC(=O)C1CC(c2c(Cl)cccc2Cl)=NO1 (centres undefined)	1.5	-1.5%	-7.5%	19.6	1.3%	1.1%	-26.1%	1.2%	24.0
CCCCn1c(=O)c(CCC(=O)OCC(=O)NCc2ccc(OC)c(OC)c2)nc2ccccc21	2.4	0.2%	-1.0%	22.8	?	-9.3%	-9.2%	0.0%	3.0
CCOC(=O)C1(Cc2ccc(OC)cc2)CCN(C(=O)CCn2ccc(C)n2)CC1	4.1	4.5%	-22.8%	13.5	0.7%	0.5%	2.5%	3.8%	5.7
O=C(COC(=O)c1ccc([N+](=O)[O-])o1)NC1CCCC1	2.6	3.5%	?	-13.7	-2.9%	2.4%	20.3%	-1.2%	-7.2
COc1cc(CNCc2cccs2)cc(Br)c1OC	0.3	-1.7%	-24.5%	-8.4	-3.2%	-0.7%	-2.0%	11.2%	-10.0
COc1ccc(C(=O)N2CCC(C(=O)Nc3ccccc3OC)CC2)cc1	2.2	1.8%	-11.2%	-1.3	-7.4%	5.3%	11.3%	-0.2%	23.4
NC(=O)COC(=O)c1ccc2c(c1)S(=O)(=O)N=C1CCCCCN12	2.1	13.3%	17.7%	-1.2	-4.1%	13.4%	12.3%	19.0%	52.9
Cc1ccc(C(=O)N2c3ccccc3Sc3ccccc32)cc1	1.2	4.6%	?	36.1	.	1.0%	?	9.0%	-15.1
Cn1nc(C(=O)OCc2ccccc2F)c2ccccc2c1=O	5.1	-1.3%	?	8.0	3.1%	5.3%	5.5%	20.1%	6.5
CCOC(=O)c1[nH]c2cc(OC)c(OC)cc2c1NC(=O)c1nonc1C	0.3	?	1.6%	0.0	-12.1%	?	9.4%	1.9%	-3.1
COCCCNC(=O)Cc1ccccc1OC	2.3	14.4%	?	5.4	-4.1%	4.5%	2.1%	9.2%	3.8
CC(=O)C(N=Nc1ccccc1)(Sc1nnc(-c2ccccc2)n1-c1ccccc1)C(=O)Nc1ccccc1 (centres undefined)	3.3	-2.9%	18.2%	-1.8	4.9%	8.8%	-3.8%	-8.8%	3.1
COc1cc(CN(C(=S)NCC(=O)N2CCCC2)C2CCCC2)cc(OC)c1OC	4.0	12.4%	-30.8%	12.2	15.0%	12.8%	19.3%	3.0%	4.3
CCOc1ccc(S(=O)(=O)Nc2ccccc2C(=O)N(C)C2CCN(C)CC2)cc1	-8.8	-0.5%	-10.9%	-2.5	2.9%	0.1%[9.24 µM]	-4.3%	-5.1%	-6.3
CCOC(=O)N1CCN(C(=O)c2cc(COc3c(F)cccc3F)on2)CC1	11.0	10.1%	.	6.4	-3.3%	-0.5%	.	11.4%	25.0
CCOP(=O)(OCC)C(NC(=O)c1ccc(OC)cc1)c1ccccc1 (centres undefined)	-1.8	10.5%	-2.3%	38.1	11.4%	9.1%	15.3%	-4.7%	4.2
CCc1ccc(NC(=O)C(=O)NCCN2CCN(S(C)(=O)=O)CC2)cc1	25.0	0.7%	-3.0%	-9.3	-2.2%	-0.8%	2.0%	-0.8%	-6.9
CC1(C)O[C@@H]2[C@H](O1)[C@@H](COS(=O)(=O)O)O[C@H]2n1cc(Br)c(=O)[nH]c1=O	-4.7	-2.8%	-2.3%	-1.1	3.7%	-6.8%	3.5%	-1.1%	10.3
COCCn1c(-c2ccc(Cl)cc2)cnc1SCC(=O)NCCc1ccc(OC)c(OC)c1	4.1	-16.0%	?	?	-1.4%	-0.4%	?	13.9%	15.9
O=c1cc(CSc2nnnn2-c2ccc(O)cc2)nc2sccn12	2.7	2.5%	?	33.1	3.1%	2.2%	-3.0%	13.2%	9.3
C=CCn1c(SCC(=O)c2ccc(Br)cc2)nnc1C(CC(C)C)NC(=O)c1cccs1 (centres undefined)	-0.6	0.3%	?	0.0	7.9%	-14.6%	-5.4%	2.2%	15.2
COC(=O)c1ccc(NC(=O)CSc2nnc(-c3cccnc3)o2)cc1	3.2	5.3%	-1.7%	-7.1	-10.1%	6.9%	3.4%	-5.4%	6.3
COc1ccc(NS(=O)(=O)c2cccc(NC(=O)COc3ccccc3[N+](=O)[O-])c2)cc1	7.6	-0.7%	?	-0.1	-3.8%	-0.2%	-1.5%	4.9%	8.5
CCCCCCCCc1nnc(NC(=O)c2ccco2)s1	1.9	18.4%[9.24 µM]	-21.0%	25.4	-3.5%	-2.6%	-11.1%	-1.9%	9.3
COc1cc(C(=O)Nc2ccc(N(C)C)cc2)cc(OC)c1OC	5.3	?	-1.0%	-9.5	10.4%	?	-1.6%	-0.3%	4.8
Cc1ccc(Nc2ccc([N+](=O)[O-])nc2[N+](=O)[O-])cc1	-4.1	?	-5.2%	-0.9	-0.7%	-7.6%	-13.2%	2.7%	-5.9

Random draw from the library. Share with any hit: about 12%.
